PI5P4K alpha inh: PI5P4K alpha (human) kinase inhibition; P48426; PI5P4Kalpha enzyme, ADP-Glo luminescence, 60 min; active compounds read low; max response, %; 330,000 compounds, 1.2% hits; AID 652105; active = max response of -50% or lower; inconclusive = between -30% and -50%; inactive = -30% or higher; note: value at the top dose of about 77 µM; % is set by controls: 0 for no effect and ±100 for the full control effect
Target sequence (P48426 whole entry, looked up): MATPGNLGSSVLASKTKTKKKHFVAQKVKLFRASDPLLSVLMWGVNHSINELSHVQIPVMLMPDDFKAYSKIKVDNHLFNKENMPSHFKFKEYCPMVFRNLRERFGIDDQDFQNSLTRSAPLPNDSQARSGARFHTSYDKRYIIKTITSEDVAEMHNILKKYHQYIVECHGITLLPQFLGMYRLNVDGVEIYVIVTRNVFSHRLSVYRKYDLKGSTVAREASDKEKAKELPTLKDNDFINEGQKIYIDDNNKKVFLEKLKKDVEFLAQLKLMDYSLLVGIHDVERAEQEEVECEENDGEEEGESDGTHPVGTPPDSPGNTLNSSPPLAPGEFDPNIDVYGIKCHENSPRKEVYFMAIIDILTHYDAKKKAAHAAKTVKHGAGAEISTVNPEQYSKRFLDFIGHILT
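Reactions run in 0.038 M HEPES pH 7.4, 0.28 mM EGTA, 0.1% CHAPS and 5% DMSO, with PI5P4Kalpha, substrate, compound and 5 microM ATP final, one hour at room temperature. Readout is ADP-Glo luminescence.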
EPAC1 ag: EPAC1 (human) agonism; O95398; EPAC1 agonist qHTS, biochemical assay; response scale: 100% = response to 6.5 mM cAMP; Potency, µM (top dose mostly 154 µM), inactives show top-dose activation, usual class: activators; 360,000 compounds, 0.073% hits; AID 720707; note: potency is the fitted concentration of half-maximal effect; nearly all actives have a fitted effect of over 60% in size
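Normalized to 6.5 mM cAMP, activity reflects EPAC1-catalysed release of BODIPY-GDP from Rap1B, followed kinetically over 30 min at 480 nm excitation, 540 nm emission. Reaction contained 100 nM EPAC1, 250 nM Rap1B-BODIPY-GDP, 50 uM GDP.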
IL-2 act: activates IL-2 in a cell-based reporter assay | IL-2 activation reporter assay, cell-based qHTS; stimulated with anti-CD3/CD4/CD28 beads; in transgenic mouse T cells | activation, % (series mostly up to about 46 µM) | 360,000 compounds, 0.065% hits | AID 652025; in the data active = activation above about 50%; inconclusive = mostly about 30% to 49%; note: 0% is about no effect
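Unstimulated transgenic mouse T cells; 60-min compound exposure; bead-based TCR/CD4/CD28 stimulation; 18 h culture, 37 degrees C; dual fluorescence (EGFP, DsRed) plate cytometry.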
PLK1 PBD inh: PLK1 (human) polo-box domain binding inhibition; 360,000 compounds, 2.8% hits; P53350; Potency, µM, for inactives: max response, negative = inhibition, hits mostly inhibitors; Plk1 PBD binding of FITC phosphopeptide, fluorescence polarization; AID 720504; note: potency is the fitted concentration of half-maximal effect; series mostly up to about 57 µM; % is set by controls: 0 for no effect and ±100 for the full control effect; nearly all actives have a fitted effect of over 65% in size
Target sequence (P53350 whole entry, looked up, the tested form may be a part): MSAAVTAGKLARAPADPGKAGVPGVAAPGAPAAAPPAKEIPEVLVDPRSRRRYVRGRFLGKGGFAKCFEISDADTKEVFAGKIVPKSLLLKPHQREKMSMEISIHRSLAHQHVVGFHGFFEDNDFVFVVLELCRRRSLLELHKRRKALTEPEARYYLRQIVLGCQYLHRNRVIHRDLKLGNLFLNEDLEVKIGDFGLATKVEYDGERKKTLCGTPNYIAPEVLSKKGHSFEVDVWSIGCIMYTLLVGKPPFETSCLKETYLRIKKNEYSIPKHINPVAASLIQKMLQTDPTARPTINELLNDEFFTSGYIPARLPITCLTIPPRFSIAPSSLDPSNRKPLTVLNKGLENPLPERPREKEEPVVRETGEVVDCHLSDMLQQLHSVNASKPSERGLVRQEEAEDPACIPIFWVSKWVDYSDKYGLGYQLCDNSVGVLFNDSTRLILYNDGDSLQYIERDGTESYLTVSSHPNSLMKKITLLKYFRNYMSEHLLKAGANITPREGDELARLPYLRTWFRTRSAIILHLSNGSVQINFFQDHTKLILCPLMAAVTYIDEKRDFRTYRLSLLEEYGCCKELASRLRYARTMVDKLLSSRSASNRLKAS
FUS yeast rescue: FUS proteinopathy suppression in yeast. S. cerevisiae FUS-expressing, growth rescue, OD600, 24 h. Potency, µM (series often up to 76.6 µM), inactives show at the highest dose growth rescue (activation), actives largely listed as activators. 390,000 compounds, 0.24% hits;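 note: potency is the fitted concentration of half-maximal effect; plate controls were DMSO vehicle for no effect and reference control for full effect; nearly all actives have a fitted effect of over 55% in size; some results filed as inactive show a strong effect at the top dose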
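Steps: raffinose overnight preculture; dilution to OD 0.005 in 2% galactose minimal medium; compound addition (concentration series); 24hr at 30C, 99% humidity; absorbance read at 600 nm.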
WRN helicase inh: blocks human WRN helicase. WRN helicase unwinding, fluorescent forked duplex, kinetic. Potency, µM (top dose mostly 114 µM), for inactives: at the highest dose activity change, negative = inhibition, most hits filed as inhibitors. 360,000 compounds, 0.46% hits; note: potency is the fitted concentration of half-maximal effect; % is set by controls: 0 for no effect and ±100 for the full control effect; nearly all actives have a fitted effect of over 55% in size
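Kinetic fluorescence helicase assay: unwinding of a quenched forked DNA duplex (100 nM final) with 2 mM ATP final raises red fluorescence (525/598 nm). Compounds sat 15 min at room temperature with 20 nM WRN beforehand.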
EPAC1 antag: EPAC1 (human) antagonism. O95398. Potency, µM (top dose mostly 115 µM), for inactives: at the top dose activity change, negative = inhibition, actives largely listed as inhibitors. AID 720709. 360,000 compounds, 0.14% hits. EPAC1 GEF assay, Rap1b-BODIPY-GDP exchange fluorescence;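 note: potency is the fitted concentration of half-maximal effect; plate controls were vehicle for no effect and positive control for full effect; nearly all actives have a fitted effect of over 50% in size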
Abeta yeast res: A-beta toxicity reversal in yeast. Potency, µM (doses to about 46.1 µM), for the others: at the top dose growth rescue, actives largely listed as activators. yeast expressing A-beta42, growth rescue, OD600, 48 h; response scale: 0% DMSO, 100% iron-clioquinol control. 410,000 compounds, 0.063% hits; note: potency is the fitted concentration of half-maximal effect; nearly all actives have a fitted effect of over 55% in size
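Yeast A-beta toxicity model in growth medium with pinned compounds, 48 h at 30 C; growth read as absorbance at 600 nm. Normalized to FeCl3/clioquinol equimolar mix (positive) and DMSO (negative).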
* marks the source's active call; other numbers are inactive results; ? = inconclusive; . = not tested or not shown; & = joins results of further samples; [ ] = dose if it differs, or a comment. Unless noted, calls come from the whole dose curve; as a rule, active = well fitted curve in the direction sought with a large enough effect; inconclusive = small, poorly fitted or top-dose-only effect, or another doubt; inactive = no such curve, though single readings can be large; an effect the other way counts as inactive or inconclusive.

Each structure is followed by: PLK1 PBD inh	PI5P4K alpha inh	IL-2 act	WRN helicase inh	EPAC1 ag	EPAC1 antag	Abeta yeast res	FUS yeast rescue
- OC(c1ccccc1)c1nccc2ccccc12 (stereo unspecified)
→ -8%	-9	2.7	-1%	7%	4%	2%	10%
- C=CCCC(=O)N1CCC(n2nccc2NC(=O)c2ccc(OC)cc2)CC1
→ -10%	0	-4.7	-3%	5%	-4%	13%	-5%
- COCCCNC(=O)Cn1nc(-c2cccc(OC)c2)ccc1=O
→ -9%	5	-0.6	1%	-1%	9%	17%	-13%
- CCOCc1nnc(NC(=O)COc2ccc3c(c2)OCO3)s1
→ -29%	?	-1.3	-7%	13%	10%	-6%	-5%
- O=C(NCC(=O)N1CCC2(CC1)NCCc1[nH]cnc12)c1ccc2ccccc2c1
→ -14%	-2	-3.1	6%	-8%	-6%	0%	-16%
- O=C(Nc1nnc(SCC(=O)N2CCCC2)s1)C1CC(=O)N(c2ccccc2)C1 (stereo unspecified)
→ -16%	-11	-1.6	-19%	-7%	6%	2%	11%
- COc1cc2c(cc1OC)C(C)N(CC(=O)Nc1ccc(S(=O)(=O)N3CCCC3)cc1)CC2 (stereo unspecified)
→ -1%	-2	-2.7	5%	4%	0%	12%	16%
- COC(=O)c1cccc(CN2C(=O)SC(Nc3ccccc3)C2=O)c1 (stereo unspecified)
→ -9%	7	3.8	-4%	9%	-19%	-1%	7%
- Cc1ccc(-c2csc3ncnc(-n4nnc5ccccc54)c23)cc1
→ -1%	-7	1.2	-8%	5%	-17%	-21%	.
- CCOc1ccccc1C1N=C(c2ccc(OC)cc2)CC(c2ccccc2O)N1 (stereo unspecified)
→ -18%	0	-0.8	-9%	12%	-10%	0%	27%

A run of entries taken from the entries so far:
Each structure is followed by: PLK1 PBD inh	PI5P4K alpha inh	IL-2 act	WRN helicase inh	EPAC1 ag	EPAC1 antag	Abeta yeast res	FUS yeast rescue
- Cc1ccc(-c2csc3ncnc(-n4nnc5ccccc54)c23)cc1
→ -1%	-7	1.2	-8%	5%	-17%	-21%	.
- CCOc1ccccc1C1N=C(c2ccc(OC)cc2)CC(c2ccccc2O)N1 (stereo unspecified)
→ -18%	0	-0.8	-9%	12%	-10%	0%	27%

The list goes on.
Each structure is followed by: PLK1 PBD inh	PI5P4K alpha inh	IL-2 act	WRN helicase inh	EPAC1 ag	EPAC1 antag	Abeta yeast res	FUS yeast rescue
- Cc1ccc2[nH]c(-c3ccccc3)cc(=O)c2c1
→ 1%	2	-0.4	10%	6%	13%	8%	-12%
- O=Cc1ccc(N2CCCCCC2)cc1
→ -1%	5	2.1	4%	2%	-3%	0%	-14%
- C[C@@H]1CN([C@H](C)CO)C(=O)c2cc(NC(=O)NC3CCCCC3)ccc2O[C@H]1CN(C)S(C)(=O)=O
→ -7%	0	-1.0	-4%	-3%	4%	7%	10%
- CCOc1ccc(S(=O)(=O)Nc2ccc(O)c(Sc3ncn[nH]3)c2)cc1
→ -9%	1	2.4	-20%	-2%	12%	-8%	15%
- CON1C(=O)CN(C(C)=O)C1c1ccc(Cl)cc1Cl (stereo unspecified)
→ -5%	.	3.4	-5%	8%	10%	-1%	-19%
- CCC(C)(C(=O)NC1CCCC1)N(CC1CCCO1)C(=O)CNC(=O)c1ccccc1 (stereo unspecified)
→ -10%	-4	-1.9	4%	9%	2%	-11%	10%
- COCCCNC(=O)CCC(=O)NNc1nc2ccccc2c2nc(-c3ccccc3)nn12
→ -12%	0	-1.2	1%	0%	-2%	12%&12%	4%&17%
- O=C(CC1C[C@H](C(=O)N2CCOCC2)[C@@]2(CCC3CCCC3)c3[nH]c4ccccc4c3CCN2C1=O)NCC12CC3CC(CC(C3)C1)C2 (stereo partly specified)
→ -5%	-5	-0.9	7%	-4%	16%	1%	-14%
- CCCCNC(=O)C(C)N(CCN(C)C)C(=O)CCCCCN1C(=O)NC(c2ccc(Cl)cc2)C(C(=O)OCc2ccccc2)=C1C (stereo unspecified)
→ -24%	12	-0.9	-4%	-7%	-9%	15%	44%
- Cc1nc(CC(=O)N2CCN(c3cccc(C)c3C)CC2)cs1
→ -5%	3	0.9	-2%	-3%	1%	17%	2%
- O=C(COC(=O)c1cc(-c2cccs2)nn1-c1ccccc1)Nc1cccc([N+](=O)[O-])c1
→ -2%	0	-1.2	2%	-2%	?	-9%	14%
- COc1ccc(C(=O)N2CCN(C3CCCCC3)CC2)cc1OC
→ -13%	-8	-0.1	-3%	14%	0%	-19%	-8%
- CC1(C)SC(=S)N(/N=C/c2cccnc2)C1N(O)C(=O)Nc1ccccc1 (stereo unspecified)
→ 2%	6	2.4	1%	-3%	-9%	-1%	11%
- COc1ccc(C(C)(C)C)cc1NC(=O)CNc1cccc2ccccc12
→ 13%	1	0.0	-18%[57.1 µM]	-7%	-1%	18%	15%
- CC(C)C[C@H](NC(=O)N1CC(=O)Nc2ccccc21)C(=O)N[C@H](C(=O)O)c1ccccc1
→ -1%	6	-0.4	-4%	-2%	-3%	8%	-11%
- Cc1ccccc1OCc1n[nH]c(=S)n1-c1ccccc1
→ -12%	-3	-1.1	-2%	1%	0%	?	-8%
- N#C/C(=C\c1cccc(Cl)c1)C(=O)c1ccccc1
→ 0.84µM*	-18	-1.6	-19%	-1%	-12%	-4%	-26%
- Cn1c(-c2ccc(Br)o2)nc2ccccc21
→ -10%	-25	-0.4	-6%	0%	0%	-20%	-3%
- Cc1ccc(NC(=O)/C(=C/c2ccncc2)NC(=O)c2ccccc2)cc1
→ -5%	-2	-0.8	7%	9%	-8%	10%	26%
- COC(=O)c1ccc(N2CCN(CCNC(=O)Nc3ccc(OC)cc3)CC2)cc1
→ 1%	5	-0.1	-2%	-6%	21%	-16%	-9%
- CCOc1ccc(NC(=O)c2ccccc2NC(=O)CN2CCN(C(C)=O)CC2)cc1
→ 1%	.	-0.7	3%	-7%	0%	9%	17%
- CCOc1ccc(-n2c(=O)[nH]c3sc4c(c3c2=O)CCCC4)cc1
→ -9%	2	0.3	-9%	16%	7%	14%	-9%
- COCCSc1nnc(NC(=O)c2ccc([N+](=O)[O-])cc2)s1
→ -2%	4	0.6	-7%	8%	-10%	3%	-34%
- COc1ccccc1NC(=O)CSc1nnnn1-c1ccccc1OC
→ 1%	-2	-0.4	1%	-3%	-20%	-11%	4%
- COCCn1c(Cc2ccccc2)nnc1SC(C)C(=O)NC1CC1 (stereo unspecified)
→ -12%	-2	-0.1	1%	-4%	10%	0%	1%
- O=C(NCc1ccccc1)C1=C[C@@H](C2CCCCC2)C[C@@H](OCc2ccc(CO)cc2)O1
→ -27%	4	-0.5	-5%	-7%	-17%	-12%	33%
- CC(=O)c1cccc(NC(=O)C2CC(c3ccc(F)cc3)=NO2)c1 (stereo unspecified)
→ -7%	-3	-0.3	5%	-1%	-2%	7%	-4%
- CCOc1ccccc1C(=O)NCC(=O)N1CCC(C)CC1
→ -6%	2	-1.4	-26%	-1%	-16%	22%	9%
- COC(=O)c1[nH]c2c(c1C(=O)OC)CCc1ccccc1-2
→ -5%	5	-5.8	-9%	-10%	-14%	-4%	7%
- COc1ccc(NS(=O)(=O)c2ccc(S(=O)(=O)N3CCCC3)cc2)cc1Cl
→ -11%	-3	-1.8	-13%	14%	-8%	?	?
- CC(=O)Nc1ccc(S(=O)(=O)Nc2nc(C)cc(-n3nc(C)cc3C)n2)cc1
→ -2%	-8	-5.6	-18%	-6%	-1%	-19%	.
- COc1ccccc1C(=O)NNc1ncc(C)s1
→ ?	-12	0.0	-10%	1%	-1%	6%	15%
- COc1cccc(CN2C(=O)NC3(CCCCCC3)C2=O)c1
→ -2%	0	-1.3	-26%	-7%	-5%	5%	8%
- O=C(NC12CC3CC(CC(C3)C1)C2)c1ccc(-c2ccc(Br)cc2)o1
→ -18%	7	-0.5	-4%	6%	-13%	4%	.
- Cc1cnc(NC(=O)c2cc(-c3ccccc3)nn2-c2ccccc2)s1
→ -10%	2	-0.2	0%	-5%	7%	6%	39%
- CCCC(=O)C1=C(O)C(C(=O)OC)C(C)(C)CC1=Nc1cccc2ccccc12 (stereo unspecified)
→ 1%	2	-0.5	2%	-2%	-1%	-21%	17%
- CCN(CC)CCNc1nc(-c2cccs2)c(CC(=O)O)s1
→ -18%	-4	-0.1	0%	12%	-6%	7%	-4%
- Nc1cc(=O)[nH]c(=O)n1Cc1ccccc1
→ -10%	-2	1.7	14%	-5%	4%	5%	-6%
- O=C(CN1CCN(S(=O)(=O)c2ccc(F)cc2)CC1)Nc1ccc(Cl)c(C(F)(F)F)c1
→ -2%	24	-0.2	-14%	11%	-22%	?	28%
- Cc1ccccc1N=C(c1ccccc1)C1C(=O)c2ccccc2C1=O
→ -2%	14	-0.5	-12%[57.1 µM]	-5%	-10%	6%	39%
- CCNc1nc(NCC)nc(N2CC(=O)N(CC(=O)OCC)C2=N)n1
→ 2%	2	0.4	-3%	-4%	14%	2%	-5%
- FC(F)(F)c1cccc(-c2nn[nH]n2)c1
→ -2%	-10	-2.1	2%	-5%	-3%	-2%	-10%
- CC(O)(CS(=O)(=O)c1ccc(Br)cc1)c1ccccc1 (stereo unspecified)
→ 5%	0	-1.2	0%	-4%	2%	0%	9%
- CC(C)C[C@@H](CC#N)N1CCN(CCc2ccccc2)CCC1=O
→ -8%	-4	0.0	7%	-7%	-4%	8%	-25%
- Cc1cc(C)n(-c2nc(Nc3ccccc3)nc(-n3nc(C)cc3C)n2)n1
→ -7%	.	-1.0	?	9%	-3%	11%	-22%
- O=C(O)C1C2C=CC(C2)C1C(=O)NCc1cccnc1 (stereo unspecified)
→ -4%	.	-1.9	6%	-10%	2%	-17%	8%
- CCOC(=O)C1=C(N)Oc2c(oc(CO)cc2=O)C1c1ccc(Cl)cc1 (stereo unspecified)
→ -5%	-4	-0.5	-1%	-3%	-3%	-12%	9%
- N#Cc1ccc(Cl)cc1NC(=O)CN1C(=O)C(=O)N(CCC2=CCCCC2)C1=O
→ 0%	15	-1.2	17%	-5%	12%	1%	1%
- CCOc1cc(/C=C(\CC(=O)O)c2nc3ccccc3s2)ccc1OCC(=O)Nc1cccc(C(F)(F)F)c1
→ -28%	1	-0.7	-3%	1%	2%	-21%	.
- COc1ccc(OC)c(NC(=O)CCc2c[nH]c3ccccc23)c1
→ -2%	21	-3.1	-2%	4%	-3%	15%	2%
- Cc1ccc(NC(=O)c2ccc(Cl)c(S(=O)(=O)NCC3CCCO3)c2)c(O)c1 (stereo unspecified)
→ -3%	-3	-2.3	-24%	-2%	-13%	4%	.
- CCCc1c(C)c2ccccc2[nH]c1=O
→ -1%	-26	2.0	-4%	0%	-10%	-7%	-4%

Screening data as filed in PubChem BioAssay.
